GRIN3A LBD mod – binders of NR3A ligand-binding domain, primary screen, biophysical, differential scanning fluorimetry, uHTS | Glutamate receptor ionotropic, NMDA 3A (GRIN3A) ligand-binding domain | NR3A LBD differential scanning fluorimetry, Tm shift; 0% = protein alone, 100% = glycine-bound protein | Tm shift relative to glycine control, % at 25 µM | hit rate 2.5% among 340,000;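 active = melting temperature shift of at least 10% of the positive control shift, at one fixed dose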
hIAP activ – human IAP activators, primary screen, biochemical, luminescence, uHTS. Intestinal-type alkaline phosphatase (Homo sapiens), P09923. purified human IAP, CDP-Star luminescence, 30 min; stronger effect = higher value; 1 = vehicle-only enzyme, 0 = enzyme-free background. activation factor at 10 µM. hit rate 0.16% among 330,000. AID 2524, 2010;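 active = activation factor of the enzyme at least 2-fold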; also: the source names both 10 and 20 µM as test concentration; values of inactives mirror those of a sister screen read the other way
SENP6 inh – SENP6 protease inhibitors, primary screen, biochemical, luminescence, uHTS; Sentrin-specific protease 6 (Homo sapiens), Q9GZR1; Recombinant SENP6 catalytic domain, aminoluciferin luminescence; inhibition, % at 10 µM; hit rate 1.8% among 330,000; AID 2599, 2010;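 active = inhibition above about 50% at the single tested dose, limit read from the data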;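 also: plate controls were DMSO wells with enzyme for no effect and DMSO wells lacking enzyme for full effect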
SENP8 block – human SENP8 protease inhibitors, primary screen, biochemical, fluorescence, Nedd8 protein substrate, uHTS; Sentrin-specific protease 8 (Homo sapiens), Q96LD8; recombinant SENP8; inhibition, % at 20 µM; hit rate 0.64% among 360,000; AID 602440, 2012; in the data active = inhibition mostly above about 40%, no sharp cut-off; inactive = mostly below about 27%
Target sequence (Q96LD8 whole entry, looked up): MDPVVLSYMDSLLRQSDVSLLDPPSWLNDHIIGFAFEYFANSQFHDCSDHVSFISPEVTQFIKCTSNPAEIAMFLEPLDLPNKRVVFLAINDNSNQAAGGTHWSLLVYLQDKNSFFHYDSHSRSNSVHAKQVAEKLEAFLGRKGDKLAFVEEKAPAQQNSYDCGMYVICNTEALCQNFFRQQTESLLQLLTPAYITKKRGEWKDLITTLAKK
SENP1 inh – human SENP1 catalytic domain inhibitors, primary screen, biochemical, FRET, uHTS | AID 624204, 2012 | hit rate 0.21% among 360,000 | inhibition, % at 10 µM | Sentrin-specific protease 1 (Homo sapiens), Q9P0U3 | recombinant SENP1 catalytic domain, CyPet-SUMO1-YPet FRET cleavage;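 active = inhibition at least 30% at 10 µM, raw YFP signal under a set limit, fluorescence ratio 0.5 to 1.5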;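 also: 0% = enzyme with DMSO and 100% = no enzyme wells; some results filed as inactive read as strong as hits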
Target sequence (Q9P0U3 419-644 limits assumed): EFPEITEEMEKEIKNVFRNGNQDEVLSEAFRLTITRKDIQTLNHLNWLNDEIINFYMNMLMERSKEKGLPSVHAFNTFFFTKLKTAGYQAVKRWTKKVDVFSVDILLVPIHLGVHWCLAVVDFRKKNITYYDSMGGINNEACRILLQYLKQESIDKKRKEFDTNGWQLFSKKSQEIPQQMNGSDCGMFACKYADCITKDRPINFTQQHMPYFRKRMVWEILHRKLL
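Test system: recombinant human SENP1 catalytic domain, His6-tagged / Medium: pH 8 Tris buffer with EDTA, NaCl, BME, BSA, NP40, catalase / Also added: SUMO1 FRET substrate flanked by Cypet and Ypet, 25 nM / Times: 50 min reaction at room temperature / Signal: FRET, CFP and YFP emission / Control set: no-enzyme low control and enzyme-plus-DMSO high control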
ATG4B inhibitor – ATG4B protease inhibitors, primary screen, biochemical, fluorescence, uHTS | Cysteine protease ATG4B (Homo sapiens), Q9Y4P1 | ATG4B cleavage of LC3-PLA2, NBD-HPC fluorescence, 1 h | inhibition, % at 8.33 µM | hit rate 0.51% among 340,000 | AID 504462, 2011; in the data active = inhibition above about 40%
Target sequence (Q9Y4P1 whole entry, looked up): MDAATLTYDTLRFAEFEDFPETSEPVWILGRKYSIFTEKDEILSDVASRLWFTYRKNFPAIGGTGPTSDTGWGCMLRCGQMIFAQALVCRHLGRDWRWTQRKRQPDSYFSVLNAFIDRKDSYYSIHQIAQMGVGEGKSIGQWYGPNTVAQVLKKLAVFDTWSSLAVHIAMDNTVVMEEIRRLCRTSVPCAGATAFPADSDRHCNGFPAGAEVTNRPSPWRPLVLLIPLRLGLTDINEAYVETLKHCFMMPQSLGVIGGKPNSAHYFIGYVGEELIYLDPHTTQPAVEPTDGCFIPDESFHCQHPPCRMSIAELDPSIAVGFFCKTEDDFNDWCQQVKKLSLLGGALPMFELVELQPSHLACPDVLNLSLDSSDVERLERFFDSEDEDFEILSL
MPTP inh – mitochondrial permeability transition pore inhibitors, primary screen, biochemical, isolated mouse mitochondria, absorbance. inhibition, % at 10 µM. hit rate 1.4% among 360,000. AID 602449, 2012. Ca2+ swelling absorbance, 30 min;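 active = inhibition of 50% or more, scaled per plate between neutral and stimulator controls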;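 also: 0% = DMSO wells given calcium and 100% = 1 mM EGTA wells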
PfGluPho inh – PfG6PD enzyme inhibitors, primary screen, biochemical, fluorescence intensity, uHTS; PfGluPho enzyme, NADPH resazurin-diaphorase fluorescence; inhibition, % at 20 µM; hit rate 0.78% among 350,000; AID 504690, 2011;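 active = inhibition reaching at least a set limit at 20 µM in the primary screen, cut at about 59% in these data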;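 also: 0% = DMSO wells with substrate and 100% = DMSO wells lacking glucose-6-phosphate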
* hit, by the source's call; · = not tested or not shown.

#1 COc1ccc(C2CC(c3ccc(C)cc3)Nc3ncnn32)cc1 (configuration not stated)
#2 c1ccc(Sc2ncccn2)nc1
#3 CCOc1ccc(C(=O)CCC(=O)N(CC)CC(=O)NCc2cccs2)cc1
#4 Cn1c(CNC(=O)CNC(=O)c2ccc(C(C)(C)C)cc2)cc(=O)n(C)c1=O
#5 COc1ccc2c(c1)c1nc3ccccc3nc1n2CCCN1C(=O)c2ccccc2C1=O
#6 CC1CCN(C(=O)CSc2nnc(-c3ccncc3)n2C)CC1
assay / entry	1	2	3	4	5	6
GRIN3A LBD mod	0	2	1	-1	2	0
hIAP activ	1.1	0.99	1.1	1.1	1	1.1
SENP6 inh	3	4	-8	5	-7	-17
SENP8 block	-24	15	-29	18	17	6
SENP1 inh	3	0	-4	1	87	-1
ATG4B inhibitor	2	0	1	0	-13	-1
MPTP inh	0.5	-1.6	-0.2	-0.5	1.5	0.6
PfGluPho inh	-4	3	-3	6	7	7

Continued, starting with the last 2 of the part before.
#5 COc1ccc2c(c1)c1nc3ccccc3nc1n2CCCN1C(=O)c2ccccc2C1=O
#6 CC1CCN(C(=O)CSc2nnc(-c3ccncc3)n2C)CC1
#7 COc1cc2c(cc1OC)CC(C(=O)NCc1ccccc1)NC2 (configuration not stated)
#8 CCOCCCn1cc(C(=O)c2cc(Br)ccc2O)cc(C#N)c1=O
#9 O=C(/C=C/c1ccccc1Cl)OCC(=O)c1ccc[nH]1
#10 CC(O)CN(Cc1cccc(Cl)c1)CC(C)O (configuration not stated)
#11 Cc1nn(-c2ccc(Cl)c(Cl)c2)c(C)c1C(=O)O
#12 COc1cc(C)ccc1OCCOc1ccccc1Cl
assay / entry	5	6	7	8	9	10	11	12
GRIN3A LBD mod	2	0	-3	-10	0	-2	0	2
hIAP activ	1	1.1	1.1	0.92	1	0.9	0.95	1.1
SENP6 inh	-7	-17	-19	7	7	-14	8	2
SENP8 block	17	6	3	1	16	10	6	17
SENP1 inh	87	-1	-8	-24	-3	4	2	2
ATG4B inhibitor	-13	-1	-5	7	15	-3	6	6
MPTP inh	1.5	0.6	-0.8	2.1	-1.1	-2.5	-2.1	8.6
PfGluPho inh	7	7	-1	-2	3	2	-34	8

#13 CCc1ccc(C2C(C#N)=C(N)N(N(C)C)C3=C2C(=O)CCC3)cc1 (configuration not stated)
#14 COc1ccc(CCN(C)C2CCCN(S(=O)(=O)c3ccccc3)C2)cc1OC (configuration not stated)
#15 COc1cc(SC)ccc1C(=O)Nc1ccc2c(c1)CCN2S(C)(=O)=O
#16 CN(C)CCNC(=O)CCCNC(=O)Cn1cnc2sc3c(c2c1=O)CCCC3
#17 O=C(O)c1cccc(-c2nnn(Cc3ccccc3Cl)n2)c1
#18 Cc1ccc(C(=O)Oc2cccc(-n3cnnn3)c2)cc1
assay / entry	13	14	15	16	17	18
GRIN3A LBD mod	-1	1	·	2	1	-4
hIAP activ	0.99	1.1	0.78	1	1	0.89
SENP6 inh	4	-9	-18	-1	82*	-5
SENP8 block	11	3	-12	25	18	2
SENP1 inh	-8	-1	5	3	0	5
ATG4B inhibitor	-10	6	-36	-17	-6	7
MPTP inh	2.5	-0.7	1.1	-2.5	-1.8	0.3
PfGluPho inh	2	-12	12	1	-29	-3

Given with values under each structure: 12 of the compounds above
Below each SMILES – GRIN3A LBD mod, hIAP activ, SENP6 inh, SENP8 block, SENP1 inh, ATG4B inhibitor, MPTP inh, PfGluPho inh
4	Cn1c(CNC(=O)CNC(=O)c2ccc(C(C)(C)C)cc2)cc(=O)n(C)c1=O
    -1, 1.1, 5, 18, 1, 0, -0.5, 6
5	COc1ccc2c(c1)c1nc3ccccc3nc1n2CCCN1C(=O)c2ccccc2C1=O
    2, 1, -7, 17, 87, -13, 1.5, 7
6	CC1CCN(C(=O)CSc2nnc(-c3ccncc3)n2C)CC1
    0, 1.1, -17, 6, -1, -1, 0.6, 7
7	COc1cc2c(cc1OC)CC(C(=O)NCc1ccccc1)NC2 (configuration not stated)
    -3, 1.1, -19, 3, -8, -5, -0.8, -1
8	CCOCCCn1cc(C(=O)c2cc(Br)ccc2O)cc(C#N)c1=O
    -10, 0.92, 7, 1, -24, 7, 2.1, -2
9	O=C(/C=C/c1ccccc1Cl)OCC(=O)c1ccc[nH]1
    0, 1, 7, 16, -3, 15, -1.1, 3
10	CC(O)CN(Cc1cccc(Cl)c1)CC(C)O (configuration not stated)
    -2, 0.9, -14, 10, 4, -3, -2.5, 2
11	Cc1nn(-c2ccc(Cl)c(Cl)c2)c(C)c1C(=O)O
    0, 0.95, 8, 6, 2, 6, -2.1, -34
12	COc1cc(C)ccc1OCCOc1ccccc1Cl
    2, 1.1, 2, 17, 2, 6, 8.6, 8
13	CCc1ccc(C2C(C#N)=C(N)N(N(C)C)C3=C2C(=O)CCC3)cc1 (configuration not stated)
    -1, 0.99, 4, 11, -8, -10, 2.5, 2
14	COc1ccc(CCN(C)C2CCCN(S(=O)(=O)c3ccccc3)C2)cc1OC (configuration not stated)
    1, 1.1, -9, 3, -1, 6, -0.7, -12
15	COc1cc(SC)ccc1C(=O)Nc1ccc2c(c1)CCN2S(C)(=O)=O
    ·, 0.78, -18, -12, 5, -36, 1.1, 12

The list goes on.
#19 CC1(c2nnc(-c3ccccc3)o2)CC(c2ccc(Cl)cc2)=NO1 (configuration not stated)
#20 NC(=O)CSc1nnnn1CC(CC(=O)O)c1ccccc1 (configuration not stated)
#21 O=C(CCC(=O)Nc1cc(C(F)(F)F)ccc1Cl)N/N=C\c1cc([N+](=O)[O-])ccc1O
#22 Cc1noc(C)c1S(=O)(=O)N(CC(=O)NCc1ccc(F)cc1)c1ccc(C(C)C)cc1
#23 CN(c1cccc(NC(=O)c2ccc(Cl)c(S(=O)(=O)N3CCOCC3)c2)c1)S(C)(=O)=O
#24 Cc1ccc(Cl)cc1N1CCN(S(=O)(=O)c2c(C)[nH]c(C)c2C(=O)N2CCCC2)CC1
assay / entry	19	20	21	22	23	24
GRIN3A LBD mod	-1	0	5	-6	1	-1
hIAP activ	0.94	0.93	1.2	1.2	1.1	1.1
SENP6 inh	-17	3	-31	-2	7	-8
SENP8 block	16	25	20	7	2	18
SENP1 inh	0	3	-6	2	-1	-1
ATG4B inhibitor	-13	-2	-9	9	2	-7
MPTP inh	-1.7	-0.1	4.8	-0.3	0.8	-1.9
PfGluPho inh	7	-13	-18	-7	8	-1

#25 COc1ccc(S(=O)(=O)N2CCN(Cc3ccc4c(c3)OCO4)CC2)c2ccccc12
#26 FC(F)(F)c1cc(C(F)(F)F)c2ccc(Oc3ccccc3)nc2n1
#27 Nc1nc(SCC(=O)Nc2ccc(S(N)(=O)=O)cc2)n[nH]1
#28 COc1ccc(OCCC(=O)OCC(=O)Nc2cccc(S(=O)(=O)N3CCOCC3)c2)cc1
#29 Clc1ccc(-n2nnc(-c3cccnc3Cl)n2)cc1Cl
#30 COc1ccc(C(=O)OC2CCN(c3ncc(C(F)(F)F)cc3Cl)CC2)cc1
assay / entry	25	26	27	28	29	30
GRIN3A LBD mod	1	1	-2	1	-3	2
hIAP activ	0.9	1.2	0.88	1.1	0.95	0.85
SENP6 inh	-6	-4	-4	3	21	-16
SENP8 block	-2	0	0	5	4	11
SENP1 inh	-2	1	0	1	2	0
ATG4B inhibitor	-6	4	8	0	9	-8
MPTP inh	-0.7	-1.1	-0.5	-1.4	2.6	-1.2
PfGluPho inh	29	-9	-19	-15	-3	9

#31 COc1ccc(NC(=O)C(NC(=O)CC2NC(=O)NC2=O)c2ccccc2)cc1 (configuration not stated)
#32 COc1ncnc2c1ncn2CCCN1CCN(c2ncccn2)CC1
#33 Cc1cccc(C)c1NC(=O)C1CCN(C(=O)c2cccs2)CC1
#34 O=C(NNC(=O)c1cc2ccccc2oc1=O)c1ccccc1
#35 CN1C(=O)S/C(=C/c2ccc(OCc3cccc(C(=O)O)c3)cc2)C1=O
#36 Cc1ccc(S(=O)(=O)N(C)C)cc1NC(=O)COC(=O)CCC(=O)c1cccs1
assay / entry	31	32	33	34	35	36
GRIN3A LBD mod	0	·	0	-2	0	-1
hIAP activ	0.95	·	1	1.1	1.2	0.95
SENP6 inh	-7	·	-6	-15	92*	8
SENP8 block	15	7	13	-20	-30	3
SENP1 inh	3	0	2	3	-1	2
ATG4B inhibitor	9	·	2	-16	-2	4
MPTP inh	-7.8	-1.1	-0.6	0.0	-0.6	0.7
PfGluPho inh	-5	-15	-8	17	-20	12

#37 N#Cc1c(-c2ccc(F)cc2)cc(-c2ccccc2)nc1SCC(=O)NCC(=O)O
#38 FC(F)(F)c1ccc(-c2n[nH]c(=S)o2)nc1
#39 O=C(Nc1ccc(C(=O)N2CCCCC2)cc1)C1CCC1
#40 COc1ccc(C(=O)Nc2ccc3c(c2)nc(CCNC(=O)c2ccco2)n3C)cc1
#41 Cc1cccc(C)c1NC(=O)CN1CCN(CC(=O)c2cc(C)n(C3CC3)c2C)CC1
#42 O=C(N/C=C\n1cnc2cc(C(F)(F)F)ccc21)c1ccc([N+](=O)[O-])cc1
assay / entry	37	38	39	40	41	42
GRIN3A LBD mod	-3	-1	-1	-1	4	-1
hIAP activ	0.98	1.3	·	0.97	1.1	1
SENP6 inh	6	-9	·	16	-18	-7
SENP8 block	-169	-92	6	8	15	17
SENP1 inh	-4	-1	0	-1	0	2
ATG4B inhibitor	15	4	-2	-3	-5	2
MPTP inh	2.5	1.2	1.3	-2.5	0.5	4.3
PfGluPho inh	23	-5	1	-2	8	-16

#43 CCCn1nc(NS(=O)(=O)c2ccccc2[N+](=O)[O-])c2cc3ccccc3nc21
#44 CCNC(=S)N1CCC(c2nc3cc(C)c(C)cc3[nH]2)CC1
#45 COc1ccccc1CNC(=O)COc1ccc(Br)c(C)c1
#46 O=C(c1ccco1)N1CCN(S(=O)(=O)c2ccc(F)cc2)CC1
#47 C/C(=N\NC(=O)CN(c1ccccc1Br)S(C)(=O)=O)c1cccs1
#48 Cc1ccccc1C(=O)Nc1ccc(N2CCN(C)CC2)nc1
assay / entry	43	44	45	46	47	48
GRIN3A LBD mod	-4	0	1	0	0	2
hIAP activ	1.2	0.77	1	1.1	0.98	1.1
SENP6 inh	21	-2	-16	16	-20	-4
SENP8 block	-1	1	3	27	14	7
SENP1 inh	-16	4	-2	2	1	0
ATG4B inhibitor	-1	-5	7	-17	-10	-6
MPTP inh	0.5	0.3	1.3	1.8	-0.2	1.0
PfGluPho inh	-2	-4	30	-2	9	-1

#49 Cc1cccc(C)c1NC(=O)CSc1nnc(-c2ccoc2C)n1C
#50 CCOc1ccc(S(=O)(=O)N2CCCC2)cc1
#51 Cc1nc(SCC(=O)NCc2cccs2)nc(C)c1C
#52 CC1CCCCC1NS(=O)(=O)c1ccc2c(c1)CCC(=O)N2 (configuration not stated)
#53 Brc1ccccc1C1=Nn2c(nnc2-c2ccccc2)SC1
assay / entry	49	50	51	52	53
GRIN3A LBD mod	-4	13*	4	-2	-2
hIAP activ	0.83	1	1	0.92	0.99
SENP6 inh	8	-12	-26	-13	-12
SENP8 block	18	18	14	10	24
SENP1 inh	2	1	3	2	1
ATG4B inhibitor	3	-8	1	-18	-15
MPTP inh	0.5	-1.5	2.3	-0.5	-1.7
PfGluPho inh	-19	-1	0	-5	8

Screening data as filed in PubChem.
